Assay outcomes (PubChem)
TDP1 cell noCPT = qHTS for Inhibitors of human tyrosyl-DNA phosphodiesterase 1 (TDP1): qHTS in cells in absence of CPT; DT40 Tdp1-/- hTDP1 cells, no CPT, ATP luminescence, 48 h; Potency, µM (highest dose often 46.2 µM), for inactives: at the highest dose activity change, negative = growth inhibition, hits mostly inhibitors; 420,000 compounds, 15% hits; AID 686978, 2013; further: nearly all actives have a fitted effect of over 55% in size
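Growth kinetics read by CellTiter-Glo luminescence after ≥48 hr at 37 °C. Cells: DT40 Tdp1-/- stably carrying human TDP1, 400 per well, compound exposure in the absence of CPT (DMSO vehicle).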
GCN5L2 inh = GCN5L2 (KAT2A) acetyltransferase inhibition; Q92830; GCN5L2 HAT assay, ThioGlo1 CoA-SH fluorescence; Potency, µM (titrated, usually from 58.9 µM), for the others: at the top dose activity change, negative = inhibition, hits mostly inhibitors; 390,000 compounds, 0.21% hits
Target sequence (Q92830 whole entry, looked up): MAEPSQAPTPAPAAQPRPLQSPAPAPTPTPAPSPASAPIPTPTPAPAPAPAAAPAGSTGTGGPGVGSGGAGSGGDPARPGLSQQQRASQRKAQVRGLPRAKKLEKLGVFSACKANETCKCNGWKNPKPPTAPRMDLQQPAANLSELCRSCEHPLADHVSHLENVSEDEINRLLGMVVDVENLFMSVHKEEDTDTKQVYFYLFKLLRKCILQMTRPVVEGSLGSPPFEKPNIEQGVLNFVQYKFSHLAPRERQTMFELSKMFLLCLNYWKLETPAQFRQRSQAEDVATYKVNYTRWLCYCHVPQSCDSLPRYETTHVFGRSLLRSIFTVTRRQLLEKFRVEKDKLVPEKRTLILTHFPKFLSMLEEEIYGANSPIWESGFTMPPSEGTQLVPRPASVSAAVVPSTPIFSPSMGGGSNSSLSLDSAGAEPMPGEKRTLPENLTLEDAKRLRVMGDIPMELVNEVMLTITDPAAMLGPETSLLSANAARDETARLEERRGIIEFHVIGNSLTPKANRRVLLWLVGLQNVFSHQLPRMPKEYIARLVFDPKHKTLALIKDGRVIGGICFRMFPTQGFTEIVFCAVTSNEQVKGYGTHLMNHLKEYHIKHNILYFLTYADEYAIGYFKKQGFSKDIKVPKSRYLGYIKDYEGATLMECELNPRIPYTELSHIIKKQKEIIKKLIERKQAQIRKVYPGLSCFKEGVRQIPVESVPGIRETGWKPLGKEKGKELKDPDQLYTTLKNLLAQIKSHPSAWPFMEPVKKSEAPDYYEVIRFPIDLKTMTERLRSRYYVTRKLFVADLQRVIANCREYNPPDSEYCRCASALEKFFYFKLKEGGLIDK
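qHTS, 1536-well. 20nM enzyme, pH 7.5 HEPES/EDTA/Tween-20 buffer; 15 min compound preinc., RT. Start: 75uM H3(1-25), 70uM AcCoA, 50uM ThioGlo1. Read Ex340/Em540 at t=0 (autofluorescence flag) and t=20 min.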
DT40 TDP1 CPT = growth inhibition of DT40 Tdp1-/-;hTDP1 cells with camptothecin (screen for TDP1 inhibitors); chicken DT40 Tdp1-/-;hTDP1 cells + 20 nM CPT, ATP luminescence, 48 h; 420,000 compounds, 12% hits; Potency, µM (titrated, usually from 46.2 µM), inactives show top-dose activity change, negative = growth inhibition, hits mostly inhibitors; AID 686979; further: nearly all actives have a fitted effect of over 55% in size
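Chicken DT40 Tdp1-/- cells stably complemented with human TDP1 were seeded at 400 cells/well in medium containing 20 nM camptothecin, exposed to pin-transferred compounds, and grown at 37 °C for at least 48 hr. Viability was read as ATP luminescence.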
* = called active by the depositor; u = inconclusive; x = not tested or not shown; & = joins results of further samples; [ ] = dose if it differs, or a comment. The call rests on the fitted dose curve; in most records, active means well fitted curve in the direction sought with a large enough effect; inconclusive means small, poorly fitted or top-dose-only effect, or another doubt; inactive means no such curve, though single readings can be large; an effect the other way counts as inactive or inconclusive. On the % scale 0 is the no-effect control and ±100 the full control effect; potency means the concentration at half of the fitted maximal effect.

| SMILES | TDP1 cell noCPT | GCN5L2 inh | DT40 TDP1 CPT |
| --- | --- | --- | --- |
| CCOC(=O)N1CCC(Nc2c([N+](=O)[O-])cc(C(=O)O)cc2[N+](=O)[O-])CC1 | -2% | -20% | -1% |
| COc1ccc(CNc2ncncc2-c2ccc(C(=O)N(C)C)cc2)c(OC)c1 | -16% | -9% | -23% |
| COc1cc(/C=N/NS(=O)(=O)c2ccc(C)cc2)ccc1OCc1ccc(C(=O)O)cc1 | 20% | -4% | 1% |
| CCc1nc2c(OCC3CCCCC3)cccn2c1N(C)C(=O)c1ccc(OC)cc1 | 18µM* | x | 18µM* |
| CCOC(=O)C1(CC2CCCCO2)CCN(C(=O)Nc2ccccc2)CC1 (stereo unspecified) | -16% | -7% | 14% |
| Cc1ccc(O)c(-c2cc(C(=O)Nc3ccc(S(=O)(=O)Nc4nc(C)cc(C)n4)cc3)[nH]n2)c1 | -26% | -10% | 1% |
| CC(C)(C)/C(COc1ccccc1[N+](=O)[O-])=N/O | -3% | -10% | u |
| COc1cc2ncnc(Nc3cccc(Br)c3)c2cc1OC | u | u | 17µM* |
| CCCn1cc(SCC(N)=O)c2ccccc21 | 13% | -3% | -13% |
| Cc1cc(C)c(C(O)c2ncc(-c3cccc4ccccc34)[nH]2)c(C)c1 (stereo unspecified) | u | x | u |
| COc1ccc(NC(=O)C2(C)CCN2C(=O)CC2CCCC2)cc1OC (stereo unspecified) | -9% | x | -24% |
| CC1CCN(C(=O)CCNC(=O)c2ccccc2)CC1 | -1% | 3% | 0% |
| CC12CC3CC(C)(C1)CC(C(=O)NCc1ccco1)(C3)C2 | u | 0% | u |
| CC(=O)n1cc([C@@H]2C=C(C(=O)N3CCN(Cc4ccccc4)CC3)O[C@H](OCc3ccc(CO)cc3)C2)c2ccccc21 | 8.2µM* | -6% | 8.2µM* |
| O=S(=O)(c1nccs1)N1CCN(c2nc(-c3cccs3)nc3ccccc23)CC1 | 11µM* | x | u |
| O=C(NCc1nnnn1-c1cccc(F)c1)c1ccc(S(=O)(=O)N2CCOCC2)cc1 | -1% | -25% | -14% |
| COCCCN(C(=O)c1ccccc1)c1nc(-c2ccc(OC)cc2)cs1 | 16µM* | -13% | 18µM* |
| COC(=O)c1cc2oc(C)cc2n1CC(=O)Nc1ccc(C(C)C)cc1 | 21µM* | -3% | 7.3µM* |
| C/C(N[C@@H]1CSCC1O)=C1/C(=O)CC2[C@@H]1C2(C)C (stereo partly specified) | 5%[9.04 µM] | x | -9%[9.04 µM] |
| Cc1cc(C)c2c(CN3CCC(C)CC3)cc(=O)oc2c1C | -6% | -29% | -27% |
| CC1(C)NC(=O)N(CC(=O)NNC(=O)c2ccccc2F)C1=O | -4% | 0% | 1% |
| CCOc1ccc(Nc2nc(NCC3CCCO3)c3ccccc3n2)cc1 (stereo unspecified) | 2.9µM* | -5% | 26µM* |
| CN(C(=O)C1CCCO1)C1CCS(=O)(=O)C1 (stereo unspecified) | 9% | -6% | -2% |
| Cc1nc(NCc2cnn(C)c2C)sc1-c1ccn(CC2COc3ccccc3O2)n1 (stereo unspecified) | u | x | -6%[9.04 µM] |
| CC(C)(C)NC(=O)Cn1nnnc1-c1nonc1N | -20% | -1% | -14% |
| COC(=O)c1sc(N2CCCCC2)c(C#N)c1N | -3% | -9% | 5% |
| O=C(O)CSc1c2c(nc3cc(C(=O)NCCN4CCOCC4)ccc13)CCC2 | u | -9% | -11% |
| CCCn1c2ccccc2c2cnn(CC(=O)Nc3cc(C)c(Cl)cc3OC)c(=O)c21 | -23% | -14% | u |
| CCOC(=O)N1CCN(C(=O)CN2C(=O)COc3ccc(S(=O)(=O)N4CCOCC4)cc32)CC1 | 11% | 0% | -1% |
| CC(Sc1ccc(Cl)cc1)C(=O)Nc1ccc(S(=O)(=O)N2CCOCC2)cc1 (stereo unspecified) | u | -23% | u |
| O=C(c1ccc2c(c1)N(Cc1cccc(F)c1)C(=O)c1ccccc1S2)N1CCCC1 | u | -12% | 21µM* |
| Cc1scc(C(=O)N2CCN(S(C)(=O)=O)CC2)c1-c1ccccc1 | -15% | -24% | -27% |
| C1CCC(Nc2nnnn2C2CCCCC2)CC1 | u | -7% | -16% |
| CCCC(C)C(=O)Nc1ccc(S(=O)(=O)N2CCCC2)cc1 (stereo unspecified) | -6% | 2% | 6% |
| CC(C)CNC(=O)c1ccccc1NC(=O)c1ccccc1N(C)S(=O)(=O)c1ccccc1 | u | 55%[activator] | -26% |
| Cc1ccc(NC(=O)C2=NNC(=O)CC2)cc1S(=O)(=O)Nc1ccc(SC(F)F)cc1 | u | -5% | u |
| COc1ccc(N(CC(=O)NCc2ccco2)S(C)(=O)=O)cc1Cl | -2% | 1% | 15% |
| CC(C)CCNc1nc2c(cc1C#N)COC(C)(C)C2 | u | -10% | u |
| CCCCCCS(=O)[C@H]1CS(=O)(=O)C[C@@H]1S(=O)CCCCCC (stereo partly specified) | u | 3% | 23µM* |
| COc1ccc(N2CCN(C(=O)c3[nH]c4ccc(OC)cc4c3C)CC2)cc1 | u | -8% | -29% |
| NS(=O)(=O)c1ccc(F)c(C(=O)O)c1 | 1% | 2% | 0% |
| COc1ccc(CCNC(=O)CCn2c(=O)c3cccn3c3ccc(F)cc32)c(OC)c1OC | 8.2µM* | -3%&-7% | 13µM* |
| O=C(CC1C(=O)N(c2ccc(F)cc2)C(=O)N1Cc1ccccn1)Nc1ccccc1 (stereo unspecified) | -1% | 0% | -16% |
| O=C1CC(C(=O)N2CCCC(c3nc(-c4ccncc4)ncc3-c3ccccc3)C2)C2(CCCCC2)O1 (stereo unspecified) | -5% | x | 15%[9.04 µM] |
| Cn1c(CC(=O)NNC(=O)c2cccnc2)nc2ccccc21 | 12% | -4% | -6% |
| O=c1cc(C(Cl)(Cl)Cl)oc2c1ccc1ccccc12 | 0.52µM* | -2% | 0.15µM* |
| CCOC(=O)c1cc(C#N)c(N2CCOCC2)nc1-c1ccccc1 | u | -16% | -6% |
| CC(C)(C)NC(=O)C1C(c2ccc(C(F)(F)F)cc2)=Nc2ccccc2N1C(=O)c1cccc2ccccc12 (stereo unspecified) | u | x | u |
| CC(=O)Nc1ccc(NC(=O)COc2ccc3c(c2)CCC3)cc1 | 17% | -5% | -5% |
| COc1ccc(CCNC(=O)C(C)c2ccc([N+](=O)[O-])cc2)cc1 (stereo unspecified) | -23% | -8% | -1% |
| O=C(NCCCN1CCCCCC1)C1CC(=O)N(CCc2ccccc2)C1 (stereo unspecified) | -13% | -6% | -27% |
| COc1cccc(C2=NOC(C(=O)Nc3cccc(C(C)=O)c3)C2)c1OC (stereo unspecified) | u | -4% | u |
| COc1ccc(C(=O)N(C)C2CCCCC2)cc1S(=O)(=O)N1CCOCC1 | -10% | -16% | -21% |
| Cc1ccccc1S(=O)Cc1ccc(C(=O)N2CCN(C(=O)c3ccco3)CC2)o1 (stereo unspecified) | 2% | -15% | -17% |
| CCn1c(CNC(=O)c2ccco2)nnc1SCC(=O)c1ccccc1 | -1% | 5% | 2% |
| CC1(C(=O)N2Cc3ccccc3C2)CCN1C(=O)C1(c2ccc(Cl)cc2)CC1 (stereo unspecified) | u | x | 16µM* |
| COc1ccc(C(=O)Nc2ccc(S(=O)(=O)Nc3onc(C)c3C)cc2)cc1OC | -5% | -16% | -7% |
| O=C(Nc1cccc2ccccc12)N1CCN(c2ncccn2)CC1 | u | 0% | -16% |
| Cc1cc(OCC(=O)Nc2nccs2)c2c(C)c(C)c(=O)oc2c1 | u | x | u |
| O=C(CCNC(=O)c1ccco1)Nc1ccc(OC(F)F)cc1 | 0% | -41% | -11% |

The listing continues.
| SMILES | TDP1 cell noCPT | GCN5L2 inh | DT40 TDP1 CPT |
| --- | --- | --- | --- |
| C=C(C)c1ccc(C(C)(C)NC(=O)NCc2ccco2)cc1 | -19% | -1% | -10% |
| CC(=O)c1sc(NC(=O)COc2ccc(Cl)cc2C)nc1C | -1% | -2% | -2% |
| CC(SCc1nc2sc3c(c2c(=O)[nH]1)CCCC3)C(=O)Nc1ccccn1 (stereo unspecified) | -26% | -2% | -20% |
| O=C(CSc1nnc2n1CCCN2)c1ccc(Cl)cc1 | -19% | 2% | 0% |
| CCN(C(=O)Cc1ccc(NC2=NC3CS(=O)(=O)CC3S2)cc1)c1ccccc1 (stereo unspecified) | -17% | -6% | 11% |
| COc1ccc(-n2c(CNC(=O)c3ccccc3C(F)(F)F)nnc2SC)cc1 | -9% | x | 6%[9.04 µM] |
| C=CCNC(NC(=O)c1ccccc1)(C(=O)OCC)C(F)(F)F (stereo unspecified) | 10% | -2% | 0% |
| Nc1nc(CSC(=S)N2CCCCC2)nc(Nc2ccccc2)n1 | u | -6% | u |
| COc1ccc(OC)c(C(=O)NC(CC(N)=O)c2ccc(NCc3ccccn3)c([N+](=O)[O-])c2)c1 (stereo unspecified) | -1% | 3% | 4% |
| c1ccc(-c2csc(-c3ccncc3)n2)cc1 | 0% | 0% | 6% |
| CC(C)(C)NC(=O)CN(C(=O)Cn1nnc(-c2ccc(Cl)cc2)n1)C1CCN(Cc2ccccc2)CC1 | 21µM* | -4% | u |
| CCCSC1=NC2(CCN(C(=O)NC3CCCCC3)CC2)N=C1c1ccc(OC)cc1 | 23µM* | -6% | 23µM* |
| COC(=O)c1ccn(-c2nc(-c3ccc(Cl)cc3)cc(C(F)(F)F)n2)n1 | u | 2% | u |
| O=C(c1cc2ccccc2o1)N1CCN(S(=O)(=O)c2ccc(F)c(F)c2F)CC1 | 1% | -16% | -6% |

A section from further up:
| SMILES | TDP1 cell noCPT | GCN5L2 inh | DT40 TDP1 CPT |
| --- | --- | --- | --- |
| COc1ccc(CCNC(=O)C(C)c2ccc([N+](=O)[O-])cc2)cc1 (stereo unspecified) | -23% | -8% | -1% |
| O=C(NCCCN1CCCCCC1)C1CC(=O)N(CCc2ccccc2)C1 (stereo unspecified) | -13% | -6% | -27% |
| COc1cccc(C2=NOC(C(=O)Nc3cccc(C(C)=O)c3)C2)c1OC (stereo unspecified) | u | -4% | u |
| COc1ccc(C(=O)N(C)C2CCCCC2)cc1S(=O)(=O)N1CCOCC1 | -10% | -16% | -21% |
| Cc1ccccc1S(=O)Cc1ccc(C(=O)N2CCN(C(=O)c3ccco3)CC2)o1 (stereo unspecified) | 2% | -15% | -17% |
| CCn1c(CNC(=O)c2ccco2)nnc1SCC(=O)c1ccccc1 | -1% | 5% | 2% |
| CC1(C(=O)N2Cc3ccccc3C2)CCN1C(=O)C1(c2ccc(Cl)cc2)CC1 (stereo unspecified) | u | x | 16µM* |
| COc1ccc(C(=O)Nc2ccc(S(=O)(=O)Nc3onc(C)c3C)cc2)cc1OC | -5% | -16% | -7% |
| O=C(Nc1cccc2ccccc12)N1CCN(c2ncccn2)CC1 | u | 0% | -16% |
| Cc1cc(OCC(=O)Nc2nccs2)c2c(C)c(C)c(=O)oc2c1 | u | x | u |
| O=C(CCNC(=O)c1ccco1)Nc1ccc(OC(F)F)cc1 | 0% | -41% | -11% |
| C=C(C)c1ccc(C(C)(C)NC(=O)NCc2ccco2)cc1 | -19% | -1% | -10% |
| CC(=O)c1sc(NC(=O)COc2ccc(Cl)cc2C)nc1C | -1% | -2% | -2% |
| CC(SCc1nc2sc3c(c2c(=O)[nH]1)CCCC3)C(=O)Nc1ccccn1 (stereo unspecified) | -26% | -2% | -20% |
| O=C(CSc1nnc2n1CCCN2)c1ccc(Cl)cc1 | -19% | 2% | 0% |
| CCN(C(=O)Cc1ccc(NC2=NC3CS(=O)(=O)CC3S2)cc1)c1ccccc1 (stereo unspecified) | -17% | -6% | 11% |
| COc1ccc(-n2c(CNC(=O)c3ccccc3C(F)(F)F)nnc2SC)cc1 | -9% | x | 6%[9.04 µM] |
| C=CCNC(NC(=O)c1ccccc1)(C(=O)OCC)C(F)(F)F (stereo unspecified) | 10% | -2% | 0% |
| Nc1nc(CSC(=S)N2CCCCC2)nc(Nc2ccccc2)n1 | u | -6% | u |
| COc1ccc(OC)c(C(=O)NC(CC(N)=O)c2ccc(NCc3ccccn3)c([N+](=O)[O-])c2)c1 (stereo unspecified) | -1% | 3% | 4% |
| c1ccc(-c2csc(-c3ccncc3)n2)cc1 | 0% | 0% | 6% |
| CC(C)(C)NC(=O)CN(C(=O)Cn1nnc(-c2ccc(Cl)cc2)n1)C1CCN(Cc2ccccc2)CC1 | 21µM* | -4% | u |
